Compound activity: PubChem, several laboratories
C-LANA FP: KSHV C-LANA DNA binding inhibition; hit rate 0.078% among 340,000; inhibition, % at 9 µM; MBP-C-LANA/FAM-LBS DNA binding, fluorescence polarization;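 active = highest replicate inhibition at or above 60% at 9 µM, even if other replicates fall short; inactive = all replicates below 60% inhibition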;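 also: 0% = neutral control wells and 100% = 4 µM acridine orange control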
PKA-R2B activ: activators of human PKA-R2B complex; PKA-R2B holoenzyme dissociation, Cy5-IP20 fluorescence polarization; R2B truncated from residue 108, S112A mutant; 0% DMSO only, 100% 113 µM cGMP; activation, % at 11.4 µM; hit rate 0.079% among 340,000;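 active = activation above a cutoff set at the mean over all compounds plus 3 SD, cut at about 18% in these data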;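 also: higher means more holoenzyme dissociation and a rise in polarization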
Target sequence (P31323 whole entry, looked up, other chains not shown, the tested form may be a part): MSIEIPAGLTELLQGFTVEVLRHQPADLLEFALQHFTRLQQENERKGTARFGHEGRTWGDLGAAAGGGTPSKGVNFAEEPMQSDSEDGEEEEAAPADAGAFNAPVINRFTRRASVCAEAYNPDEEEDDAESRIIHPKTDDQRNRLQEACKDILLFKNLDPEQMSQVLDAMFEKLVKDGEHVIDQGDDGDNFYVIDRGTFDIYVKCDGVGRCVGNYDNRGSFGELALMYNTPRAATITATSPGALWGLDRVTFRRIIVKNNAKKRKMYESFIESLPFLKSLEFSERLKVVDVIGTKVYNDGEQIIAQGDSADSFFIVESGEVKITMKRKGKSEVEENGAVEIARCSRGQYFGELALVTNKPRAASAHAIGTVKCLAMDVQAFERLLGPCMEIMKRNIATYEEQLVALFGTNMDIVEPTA
SR-BI DiI inh: blocks mouse SR-BI lipid uptake from DiI-HDL; Q61009; ldlA[mSR-BI] CHO cells, DiI-HDL uptake fluorescence, 3 h; inhibition, % at 12.5 µM; hit rate 0.96% among 320,000; AID 488896;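 active = mean replicate inhibition of at least 70% and a set share of replicates each scoring 70 or more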;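 also: 0% = median of neutral control wells and 100% = median of positive control wells; values of inactives mirror those of a sister screen read the other way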
SR-BI uptake up: activators of SR-BI mediated HDL lipid uptake; CHO ldlA[mSR-BI] cells, DiI-HDL uptake fluorescence, 3 h; 100 = double the neutral-control signal; activation, % at 12.5 µM; hit rate 0.096% among 320,000; AID 504775;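 active = mean replicate activation of at least 60% and every replicate at or above 60%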;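 also: 0% = median plate neutral-control signal and 100% = twice that signal; values of inactives mirror those of a sister screen read the other way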
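Material: SR-BI-overexpressing, LDLR-lacking CHO cells | Dosing: Single compound concentration, delivered by pin transfer | Probe or stimulus: Labelled HDL, 10 µg/mL | Signal: Bottom-read cell fluorescence after medium removal, ex 550/em 595 nm | Schedule: 3 h, 37 °C | Evaluation: HDL uptake via cellular fluorescence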
PvdQ inh: P. aeruginosa PvdQ acylase inhibition; purified PvdQ acylase, fluorescence plate reader; inhibition, % at 10 µM; hit rate 0.063% among 340,000; AID 488965; in the data active = inhibition above about 30%, passing the limit was not always enough;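 also: 0% = vehicle neutral wells and 100% = reference inhibitor wells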
Arrestin-AP2 inh: blocks beta-arrestin peptide binding to AP2 adaptin; FITC-arrestin peptide / GST-AP2 beads, flow cytometry; AP2 beta2 appendage carries R879A mutation; inhibition, % at 10 µM; hit rate 0.31% among 340,000; AID 504490;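 active = inhibition above a set limit, near 3 SD of compounds lacking own fluorescence, cut at about 54% in these data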;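 also: plate controls were DMSO wells for no effect and 5 µM unlabelled arrestin peptide for full effect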
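Assay system: GST-AP2 R879A bound to glutathione beads, E. coli-expressed; Medium: PBS with 0.05% Tween 20 and 0.1% BSA; Also added: fluorescein-tagged arrestin peptide at 50 nM final; Timing: 12 min plus 1 h, RT; Measured by: flow cytometry, FL1 (488/535 nm); Evaluation: percent drop in bead-associated FITC signal.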
Cardiac RTF inh: cardiac RTF calcium desensitization | P19429+P45379 | IANBD-labeled cardiac RTF, Ca2+ fluorescence | inhibition, % at 7.15 µM | hit rate 0.12% among 340,000 | AID 493244;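 active = inhibition above the mean inhibition of all tested compounds plus 3 SD, cut at about 17% in these data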;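 also: assay run at fixed EC70 calcium of 1.6 mM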
DAGLB inh: diacylglycerol lipase beta (human) inhibition. Q8NCG7. AID 504411. hit rate 0.059% among 340,000. inhibition, % at 5.17 µM. HEK293T DAGLB membrane lysate, EnzChek fluorogenic substrate; in the data active = inhibition above about 34%;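 also: 0% = enzyme with vehicle and 100% = wells lacking enzyme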
NSD2 inh: inhibitors of human histone methyltransferase NSD2; O96028; NSD2 peptide methylation, AlphaScreen, 120 min; inhibition, % at 12.5 µM; hit rate 0.54% among 310,000; AID 743445; in the data active = inhibition above about 50%
Keap1-Nrf2 PPI: Keap1-Nrf2 (human) interaction inhibition; Keap1 Kelch-Nrf2 peptide fluorescence polarization, 1536-well; inhibition, % at 9.4 µM; hit rate 0.15% among 340,000; in the data active = inhibition above about 12%;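 also: human Keap1 Kelch domain with fluorescein labeled Nrf2 9mer peptide probe; 0% = neutral control wells and 100% = peptide positive control; higher means more block of Keap1 binding to Nrf2 peptide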
Target sequence (Q14145 whole entry, looked up, the tested form may be a part): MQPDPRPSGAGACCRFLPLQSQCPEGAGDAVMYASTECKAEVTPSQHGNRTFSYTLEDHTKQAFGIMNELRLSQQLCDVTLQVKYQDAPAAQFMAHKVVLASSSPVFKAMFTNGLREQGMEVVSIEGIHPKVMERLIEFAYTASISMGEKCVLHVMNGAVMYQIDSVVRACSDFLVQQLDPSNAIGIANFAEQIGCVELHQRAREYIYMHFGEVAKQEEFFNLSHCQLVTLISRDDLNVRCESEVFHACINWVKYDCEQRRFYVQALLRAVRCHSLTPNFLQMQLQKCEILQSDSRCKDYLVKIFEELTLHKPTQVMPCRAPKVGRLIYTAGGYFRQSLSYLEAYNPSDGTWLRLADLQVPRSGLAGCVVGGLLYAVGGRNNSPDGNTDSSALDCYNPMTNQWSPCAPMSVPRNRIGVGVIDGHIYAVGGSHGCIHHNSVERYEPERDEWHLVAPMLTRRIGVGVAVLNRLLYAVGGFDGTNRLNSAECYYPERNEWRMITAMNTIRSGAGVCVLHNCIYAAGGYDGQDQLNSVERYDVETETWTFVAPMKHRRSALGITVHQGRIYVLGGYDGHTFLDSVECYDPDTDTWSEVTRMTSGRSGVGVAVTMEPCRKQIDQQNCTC
An asterisk follows results filed as active; · = not tested or not shown.

SMILES	C-LANA FP	PKA-R2B activ	SR-BI DiI inh	SR-BI uptake up	PvdQ inh	Arrestin-AP2 inh	Cardiac RTF inh	DAGLB inh	NSD2 inh	Keap1-Nrf2 PPI
CCC(C)Sc1nnc(-c2c[nH]c3ccccc23)n1CCOC (centres undefined)	0.2	-6	-12	12	-22	5	-5	2	1	-4
Fc1ccc(/C=N/Nc2nc(-c3cccnc3)nc3ccccc23)cc1	1.5	-5	41	-41	1	41	5	-5	-3	-5
CCCCSc1nnc([C@@H](NC(=O)OC(C)(C)C)C(C)C)o1	0.0	-8	-19	19	-6	1	-4	-4	-4	-1
CN(CCC#N)C(=S)NC(=O)c1ccc(S(=O)(=O)N2CCOCC2)cc1	-0.3	-2	-8	8	0	-16	-4	-2	-1	-3
COCCNc1c(-c2ccc(OC)cc2)nc2ccc(Cl)cn12	0.2	-1	34	-34	2	4	0	-2	-7	7
Cc1ccc(/C=N/NC(=O)CSc2nc3nc(C)cc(C)n3n2)cc1	0.5	-4	7	-7	-11	2	4	0	1	0
CC1CC(C)(C)N(C(=O)CN2C(=O)CCC2=O)c2ccccc21 (centres undefined)	-0.8	8	14	-14	8	2	3	-2	1	-1
CN(C)N=Nc1nc[nH]c1C(N)=O	0.8	-5	-5	5	-13	-6	-1	2	·	-1
COc1cccc2cc(C(=O)NC(C)c3ccccc3)c(=O)oc12 (centres undefined)	-1.6	2	15	-15	-4	-2	-1	-4	-4	-3
CCCCc1cc(=O)oc2cc(OCC(=O)Nc3cccnc3)c(Cl)cc12	-0.8	8	-12	12	-4	-4	-8	1	1	0
Cc1ccc(C(=O)NCC(=O)NC23CC4CC(CC(C4)C2)C3)cc1	-0.3	-1	-3	3	2	32	-7	-3	-2	2
CCCc1nc(-c2ccccc2O)n(-c2ccccc2)n1	0.2	7	3	-3	0	30	-2	-4	-1	0
COc1ccc(C)c(NC(=O)C2CC(=O)NC3=C2C(=O)CCC3)c1 (centres undefined)	-1.5	-3	-22	22	-9	5	1	1	-24	-2
COc1ccc2[nH]c(C(=O)O)c(NC(=O)c3cc(OC)c(OC)c(OC)c3)c2c1	-2.2	4	-22	22	-3	30	1	0	0	-1
COc1ccc(N/C=C(\[N+](=O)[O-])S(=O)(=O)c2ccccc2)cc1	-0.8	2	-8	8	-3	-6	-3	0	·	3

A second format for some results above.
Order of results – C-LANA FP	PKA-R2B activ	SR-BI DiI inh	SR-BI uptake up	PvdQ inh	Arrestin-AP2 inh	Cardiac RTF inh	DAGLB inh	NSD2 inh	Keap1-Nrf2 PPI
CN(C)N=Nc1nc[nH]c1C(N)=O
    0.8	-5	-5	5	-13	-6	-1	2	·	-1
COc1cccc2cc(C(=O)NC(C)c3ccccc3)c(=O)oc12 (centres undefined)
    -1.6	2	15	-15	-4	-2	-1	-4	-4	-3

Continuation:
SMILES	C-LANA FP	PKA-R2B activ	SR-BI DiI inh	SR-BI uptake up	PvdQ inh	Arrestin-AP2 inh	Cardiac RTF inh	DAGLB inh	NSD2 inh	Keap1-Nrf2 PPI
CC(=O)c1sc(NC(=O)c2ccc(Cn3cc(Br)cn3)o2)nc1C	-0.1	0	0	0	-17	2	-13	-3	3	-7
Cc1c(CCOC(=O)c2cc([N+](=O)[O-])ccc2Cl)sc[n+]1CCCCS(=O)(=O)[O-]	-1.5	-2	1	-1	10	0	-2	0	8	-3
O=C(CCC(=O)c1ccc(Br)cc1)Nc1cccc(C(F)(F)F)c1	0.0	-7	-21	21	-10	-4	-1	-13	-1	-1
Cc1ccc(S(=O)(=O)NCC(=O)N2CCN(c3ccccc3F)CC2)cc1	0.8	-1	5	-5	2	12	-7	1	-5	-2
O=C(CSc1nncn1-c1ccccc1F)NC1CCCCC1	-1.1	-3	-7	7	-15	-4	-6	4	2	3
O=C(COC(=O)Cc1ccccc1F)Nc1ccc(SC(F)F)cc1	4.7	-9	-35	35	-14	1	-22	-7	-2	1
COc1cc(C2N(c3ccccc3)CCN2c2ccccc2)cc(OC)c1OC	0.5	-10	23	-23	3	1	-4	-1	·	2
O=C1C2C3C=CC(C3)C2C(=O)N1c1ncc([N+](=O)[O-])s1 (centres undefined)	0.8	-6	-9	9	1	30	0	-2	0	0
COCCCNCCOc1ccc(C)cc1[N+](=O)[O-]	2.3	10	-19	19	-6	1	-5	0	1	-1
Cc1ccc(O)c(C2=NOC(O)(C(F)(F)C(F)F)C2)c1 (centres undefined)	1.0	-15	-13	13	-9	3	3	-4	25	-2
O=C(CSc1ccccc1)N(c1ccc(Br)cc1)c1nccs1	1.0	0	8	-8	-12	-8	5	-5	1	-1
O=C(Cn1nc(-c2ccccc2)ccc1=O)Nc1ccc(-n2cnnn2)cc1	-0.2	8	-116	116*	-6	3	6	-3	3	4
CN(Cc1cnn(C)c1)C(=O)c1ccc(OC2CCN(CCc3ccccc3)CC2)cc1	1.6	-1	0	0	-18	3	-8	0	1	-7
CC(C)C(=O)NCc1cc(-c2ccccc2)no1	-0.4	5	1	-1	-11	7	-14	-1	2	-2
O=C(NCc1ccco1)C(c1cccs1)N(C(=O)C1COc2ccccc2O1)c1cccc(O)c1 (centres undefined)	-0.7	-10	-1	1	-8	-9	-2	1	4	-5
CC(=O)NS(=O)(=O)c1ccc(NC(=O)c2ccc(-n3nc(C)cc3C)cc2)cc1	0.4	-3	-10	10	-10	-15	-5	0	0	-1
CCOC(=O)CSc1nnc(CNC(=O)c2cc(OCC)c(OCC)c(OCC)c2)n1C	-1.6	-4	-23	23	-12	-3	-1	-1	·	0
Cc1nc2ccccc2c(=O)n1/N=C/c1ccccc1F	0.2	3	-6	6	-21	-11	2	-4	-3	-3
O=C(NCC(c1cccs1)N1CCOCC1)c1ccccc1NS(=O)(=O)c1cc([N+](=O)[O-])ccc1Cl (centres undefined)	0.0	-14	-10	10	-10	-6	-26	3	0	-3
COc1ccc(-n2nc3c(c2NC(=O)c2ccc(Br)cc2)CS(=O)C3)cc1 (centres undefined)	-1.0	-2	-19	19	-8	-3	-9	-4	·	3
CCO[C@H]1OC(C(=O)N2CCN(C)CC2)=C[C@@H](c2ccc(C(F)(F)F)cc2)[C@@H]1CCCO	0.3	-1	-35	35	-11	-1	8	-2	·	-1
CN1CCN(CC(=O)Nc2ccccc2Oc2ccccc2)CC1	0.0	1	3	-3	0	34	-6	-4	0	-4
O=[N+]([O-])c1ccccc1S(=O)(=O)Nc1cccc(-c2ccc3nncn3n2)c1	-1.9	-2	-17	17	-15	0	-12	-1	-1	-4
COC(=O)c1ccc(NC(=O)COc2cccc(-n3cnnn3)c2)cc1	1.0	-8	-8	8	-5	-1	-4	-2	-4	5
CCOC(=O)Cn1c(S(=O)(=O)Cc2ccc(F)cc2)nc(-c2ccccc2)c1-c1ccccc1	-1.1	-6	10	-10	9	36	-7	-9	-4	2
O=C(c1cccs1)N1CCCC(c2nc3c(nnn3Cc3ccc(F)cc3)c(=O)[nH]2)C1 (centres undefined)	-0.5	-4	-8	8	6	-20	-6	-2	24	-6
CCCCNc1c(-c2ccc(OC)c(SC(C)CC)c2)nc2cc(C)ccn12 (centres undefined)	0.1	-6	45	-45	-11	23	5	-5	-8	0
O=C(NCCc1ccc(F)cc1)c1cccc2c1C(=O)c1ccc(N3CCC(Cc4ccccc4)CC3)cc1S2(=O)=O	14	3	30	-30	-4	2	-178	-9	·	-6
COc1ccccc1NS(=O)(=O)c1cc(NC(=O)c2cc3ccccc3oc2=O)ccc1C	-0.5	-6	-10	10	-17	1	0	0	0	-7
COc1ccc(NC(=S)N2CCC(Cc3ccccc3)CC2)cc1OC	-0.8	-5	-1	1	1	-1	3	-1	·	-4
O=C(Oc1ccc2c(-c3ccccc3)cc(=O)oc2c1)c1cccs1	0.8	-3	-3	3	-8	7	-5	-7	0	-1
CCOc1ccccc1CNCCO	-1.9	-4	-24	24	2	4	1	2	1	-2
COc1cc(NC(=O)CSc2nc(=O)n(CCN3CCOCC3)c3c2CCC3)cc(OC)c1	0.8	7	-2	2	-12	-11	-9	2	-1	0
Cc1cc(C)cc(Nc2nc3ccc(C)cc3n3cnnc23)c1	0.1	1	34	-34	-4	-9	-9	1	-2	3
CNC(=O)c1ccc(CN(C)CC(=O)Nc2ccccc2C(=O)NC2CC2)cc1	-3.4	7	-16	16	-14	-4	-7	-4	0	-3
Cc1ccc(C)c(C(=O)CSc2nc(N)cc(=O)[nH]2)c1	2.2	2	-4	4	-6	42	-12	1	24	2
COC(=O)c1cc(NC(=O)Nc2ccccc2OC)cc(C(=O)OC)c1	0.0	-3	47	-47	-13	-15	1	0	7	-6
O=c1[nH]cnc2c1ncn2[C@@H]1O[C@H](COS(=O)(=O)O)[C@@H](O)[C@H]1O	-2.8	2	1	-1	-10	8	-19	1	·	-3
CSc1ncccc1C(=O)Nc1ccc2c(c1)OCO2	-0.4	-11	-6	6	-7	-2	3	0	-1	-4

Single records, from the list above:
Profile of CN(CCC#N)C(=S)NC(=O)c1ccc(S(=O)(=O)N2CCOCC2)cc1 = C-LANA FP: -0.3; PKA-R2B activ: -2; SR-BI DiI inh: -8; SR-BI uptake up: 8; PvdQ inh: 0; Arrestin-AP2 inh: -16; Cardiac RTF inh: -4; DAGLB inh: -2; NSD2 inh: -1; Keap1-Nrf2 PPI: -3
Profile of O=C(NCC(c1cccs1)N1CCOCC1)c1ccccc1NS(=O)(=O)c1cc([N+](=O)[O-])ccc1Cl (centres undefined) = C-LANA FP: 0.0; PKA-R2B activ: -14; SR-BI DiI inh: -10; SR-BI uptake up: 10; PvdQ inh: -10; Arrestin-AP2 inh: -6; Cardiac RTF inh: -26; DAGLB inh: 3; NSD2 inh: 0; Keap1-Nrf2 PPI: -3

Marked active in SR-BI uptake up, among the entries above:
| Compound | C-LANA FP | PKA-R2B activ | SR-BI DiI inh | SR-BI uptake up | PvdQ inh | Arrestin-AP2 inh | DAGLB inh | NSD2 inh | Keap1-Nrf2 PPI |
| --- | --- | --- | --- | --- | --- | --- | --- | --- | --- |
| O=C(Cn1nc(-c2ccccc2)ccc1=O)Nc1ccc(-n2cnnn2)cc1 | -0.2 | 8 | -116 | 116* | -6 | 3 | -3 | 3 | 4 |

Looked up above.
Entry for `CCOc1ccccc1CNCCO` under Keap1-Nrf2 PPI: -2
Entry for `Cc1cc(C)cc(Nc2nc3ccc(C)cc3n3cnnc23)c1` under DAGLB inh: 1
Entry for `CSc1ncccc1C(=O)Nc1ccc2c(c1)OCO2` under DAGLB inh: 0
Entry for `Cc1ccc(C)c(C(=O)CSc2nc(N)cc(=O)[nH]2)c1` under SR-BI DiI inh: -4

No enrichment for hits, and some 2.1% of all compounds hit somewhere here.
